# Screening data deposited in PubChem by National Center for Advancing Translational Sciences (NCATS).
# NTMT1 inhibitor – Primary qHTS for Inhibitors of N-terminal methyltransferase 1 (NTMT1): MTaseGlo Assay. N-terminal Xaa-Pro-Lys N-methyltransferase 1 (Homo sapiens), Q9BV86. NTMT1 MTase-Glo SAH luminescence, purified enzyme. Potency, µM (doses to about 114 µM), for inactives: at the top dose activity change, negative = inhibition, actives largely listed as inhibitors. 2.5% of 59,000 active;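 note: potency is the fitted concentration of half-maximal effect; plate controls were DMSO vehicle for no effect and no enzyme for full effect; nearly all actives have a fitted effect of over 65% in size; many of its hits are not listed in these tables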
# PTAP-TSG101 blk – qHTS Validation Assay for Inhibitors of HIV-1 Budding by Blocking the Interaction of PTAP/TSG101: Sytravon Library Screen; AID 1347069, 2019; Tumor susceptibility gene 101 protein (Homo sapiens), Q99816; Potency, µM (titrated, usually from 115 µM), for the others: at the highest dose activity change, negative = inhibition, actives largely listed as inhibitors; Fluorescence polarization, FITC-PTAP peptide/Tsg101, 20 min; 44,000 tested, under 10 active; note: potency is the fitted concentration of half-maximal effect; 0% is about no effect
#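 The Tsg101 binding domain, at 10 uM final, is mixed with compound and a FITC peptide bearing the PTAP motif (50 nM final). After 20 min at r.t., polarization is measured; actives defined by CRC class, efficacy cut-off 60% inhibition.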
# FH mod – Identification of activators of human fumarate hydratase by quantitative high-throughput screening; FH coupled MDH/diaphorase resazurin fluorescence, 15 min; Potency, µM (series often up to 79.9 µM), for inactives: at the highest dose activity change, negative = inhibition, hits mostly inhibitors; 0.22% of 54,000 active; AID 1347055, 2019; note: potency is the fitted concentration of half-maximal effect; % is set by controls: 0 for no effect and ±100 for the full control effect; the screen sought activators but most active calls are inhibition curves; nearly all actives have a fitted effect of over 45% in size
# Target sequence (P07954 whole entry, looked up): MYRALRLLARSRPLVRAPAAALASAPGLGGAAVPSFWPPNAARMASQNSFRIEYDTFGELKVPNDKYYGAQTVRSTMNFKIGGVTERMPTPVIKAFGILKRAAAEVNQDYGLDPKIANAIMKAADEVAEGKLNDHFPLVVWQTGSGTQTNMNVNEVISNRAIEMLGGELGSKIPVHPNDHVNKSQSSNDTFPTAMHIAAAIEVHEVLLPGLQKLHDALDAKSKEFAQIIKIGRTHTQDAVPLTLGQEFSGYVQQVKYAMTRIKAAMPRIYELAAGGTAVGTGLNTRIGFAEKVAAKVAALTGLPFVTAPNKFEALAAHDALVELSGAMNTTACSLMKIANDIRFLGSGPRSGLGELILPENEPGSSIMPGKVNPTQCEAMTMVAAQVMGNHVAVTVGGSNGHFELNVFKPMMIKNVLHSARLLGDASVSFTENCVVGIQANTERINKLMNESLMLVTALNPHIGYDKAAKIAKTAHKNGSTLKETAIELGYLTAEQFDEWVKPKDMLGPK
# GALK inh – qHTS Assay for Inhibitors of Human Galactokinase (GALK): NCGC Sytravon Library Screen; AID 1347072, 2019; 44,000 tested, under 10 active; P51570; Potency, µM (doses to about 57.5 µM), inactives show top-dose activity, negative = inhibition, usual class: inhibitors; recombinant GALK, Kinase-Glo ATP luminescence, 1 h;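 note: plate controls were full GALK reaction for no effect and reaction lacking GALK for full effect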
# Target sequence (P51570 whole entry, looked up): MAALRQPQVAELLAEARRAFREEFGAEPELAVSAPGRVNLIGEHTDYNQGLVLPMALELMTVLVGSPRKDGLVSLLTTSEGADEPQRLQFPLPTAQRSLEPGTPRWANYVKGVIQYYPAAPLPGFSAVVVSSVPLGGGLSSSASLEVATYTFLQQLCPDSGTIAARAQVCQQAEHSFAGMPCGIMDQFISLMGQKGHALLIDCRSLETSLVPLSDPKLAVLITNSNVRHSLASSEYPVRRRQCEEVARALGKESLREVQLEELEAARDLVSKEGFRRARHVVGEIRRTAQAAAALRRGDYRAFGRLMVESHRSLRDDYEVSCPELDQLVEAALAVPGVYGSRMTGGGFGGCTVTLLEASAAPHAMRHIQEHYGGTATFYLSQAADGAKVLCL
#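 Reactions with and without enzyme served as controls. GALK at 5 nM phosphorylates 100 uM galactose using 35 uM ATP (HEPES pH 8.0, Mg2+) for 1 h at RT, with luminescence read 10 min after adding Kinase-Glo Plus.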
# B2AR arrestin ag – qHTS assay of beta-arrestin-biased ligands of beta2-adrenergic receptor: NCGC Sytravon Library Screen. HTLA Tango cells, beta-arrestin recruitment, luciferase luminescence, 18 h. Potency, µM (highest dose often 46.1 µM), inactives show top-dose activation, actives largely listed as activators. AID 1347077, 2019. 44,000 tested, under 10 active. Beta-2 adrenergic receptor (Homo sapiens), P07550;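 note: potency is the fitted concentration of half-maximal effect; 0% = DMSO and full agonism = EC100 isoproterenol or metaproterenol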
#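 Receptor–beta-arrestin recruitment read by tTA-responsive luciferase: compound titrations (up to 46 µM) incubated 18 h with Tango cells, then luminescent substrate 15 min at room temperature. Concentration-response fits classified by r2, efficacy and activity.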
# p53null 39C tox – qHTS Screen for Compounds that Selectively Target Cancer Cells with p53 Mutations: Cytotoxicity of p53 Null Cells at the Nonpermissive Temperature; H1299 p53-null (neo) cells, 39C, ATPlite viability, 24 h; 0.97% of 55,000 active; Potency, µM (top dose mostly 46.1 µM), without a hit: at the highest dose activity, negative = cell killing, most hits filed as cytotoxic;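 note: potency is the fitted concentration of half-maximal effect; 0% = DMSO only and -100% = full killing by 100 µM tamoxifen; nearly all actives have a fitted effect of over 50% in size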
#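 Concentration-response (up to 46 uM) was run for 24 h at the nonpermissive 39C on H1299-p53A138V or H1299-neo cells. ATP content was measured with ATPlite luminescence. AC50 values were Hill-modeled after normalizing between DMSO and 100 uM tamoxifen killing.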
# p53null 32C kill – qHTS Screen for Compounds that Selectively Target Cancer Cells with p53 Mutations: Cytotoxicity of p53 Null Cells at the Permissive Temperature. AID 903, 2007. 0.62% of 55,000 active. Potency, µM (series often up to 46.1 µM), without a hit: top-dose activity change, negative = cytotoxicity, most hits filed as cytotoxic. H1299-neo p53 null cells, ATP luminescence, 24 h, 32C;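 note: potency is the fitted concentration of half-maximal effect; 0% = DMSO only and -100% = full killing by 100 µM tamoxifen; nearly all actives have a fitted effect of over 55% in size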
#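 H1299-neo, 600 cells/well; overnight 37C; cpd up to 46 uM, 24 h at 32C; ATPlite luminescence after 20 min RT; normalized to DMSO (0%) and tamoxifen 100 uM (100% kill); Hill-fit AC50.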
# An asterisk follows results filed as active; ? = inconclusive; . = no result given; [ ] = remark or other dose. Calls come from the whole dose curve; as a rule, active = well fitted curve in the direction sought with a large enough effect; inconclusive = small, poorly fitted or top-dose-only effect, or another doubt; inactive = no such curve, though single readings can be large; an effect the other way counts as inactive or inconclusive. A portion of the library; count on the stated rates, not on these rows.
# Key to letters – A = NTMT1 inhibitor; B = PTAP-TSG101 blk; C = FH mod; D = GALK inh; E = B2AR arrestin ag; F = p53null 39C tox; G = p53null 32C kill
1. Cc1ccc(NC(=O)N2CCc3cc(S(=O)(=O)N4CCC(C)CC4)ccc32)cc1F
  A = 13.0% | B = -1.0% | C = 5.9% | D = 0.2% | E = -0.4% | F = -10.7% | G = -1.4%
2. CCOc1ccccc1NC(=O)N1CCc2c(sc3c2CCCC3)C1c1ccccc1 (centres undefined)
  A = -3.0% | B = -1.8% | C = -5.5% | D = 1.6% | E = -0.2% | F = 10.0% | G = -6.3%
3. CCOc1ccc(C2C(=O)N(C3CCCCCC3)CC(=O)N2Cc2ccccc2)cc1OC (centres undefined)
  A = . | B = -2.4% | C = . | D = -3.3% | E = -1.9% | F = 8.5% | G = -2.2%
4. COc1ccc(CNS(=O)(=O)c2cnc(N)nc2)cc1
  A = -19.2% | B = -0.8% | C = -1.2% | D = -4.1% | E = -0.3% | F = 14.5% | G = 2.6%
5. CCN(c1ccccc1)c1nnc(NC(=O)Nc2ccc(Br)cc2)s1
  A = 9.7% | B = -1.0% | C = 6.1% | D = 2.9% | E = -2.0% | F = -0.6% | G = 10.3%
6. COc1ccc(Nc2cc(C(=O)NCCCN(C)C3CCCCC3)c3ccccc3n2)cc1
  A = -12.3% | B = 0.8% | C = -3.3% | D = 0.0% | E = 5.8% | F = ? | G = 0.2%
7. CCOC(=O)c1c(NC(=O)c2cc(-c3ccc(OC)cc3)on2)sc(C)c1C
  A = . | B = -0.6% | C = . | D = -2.2% | E = 1.1% | F = -9.6% | G = 8.0%
8. COc1ccc(-c2nn(CC(=O)NCc3ccccc3)c3c2cnc2ccc(F)cc23)cc1
  A = -5.5% | B = -7.2% | C = -5.6% | D = 7.0% | E = -0.3% | F = -16.6% | G = -3.5%
9. O=C(NCC(c1cccnc1)N1CCN(Cc2ccccc2)CC1)C(=O)Nc1cccc(F)c1 (centres undefined)
  A = -3.3% | B = 7.3% | C = 0.5% | D = 2.1% | E = 0.3% | F = 15.7% | G = 5.0%
10. COc1ccc(OC)c(NC(=O)c2cc3c(=O)n4cccc(C)c4nc3n2C)c1
  A = -2.4% | B = -1.4% | C = -0.9% | D = -0.7% | E = 0.1% | F = -22.9% | G = -9.5%

# Remaining list, next part
# Key to letters – A = NTMT1 inhibitor; B = PTAP-TSG101 blk; C = FH mod; D = GALK inh; E = B2AR arrestin ag; F = p53null 39C tox; G = p53null 32C kill
11. Cc1cc(C)cc(NC(=O)Nc2nnc(N(C)C3CCCCC3)s2)c1
  A = 18.4% | B = -5.8% | C = -14.1% | D = -1.7% | E = 0.7% | F = -13.7% | G = -0.5%
12. Cc1cc(C)cc(NC(=O)N2CCN(C)c3ncccc32)c1
  A = 11.1% | B = -12.1% | C = 4.8% | D = -10.2% | E = -2.1% | F = -9.0% | G = 0.1%
13. CCOC(=O)c1c(NC(=O)c2ccc(S(=O)(=O)N3CCC(C)CC3)cc2)sc2c1CCN(C)C2
  A = ? | B = 58.9%[activator] | C = -4.6% | D = -0.8% | E = -2.1% | F = -2.0% | G = -26.4%
14. Cc1cccc(N(C)C(=O)Cn2cnc3nc4c(cc3c2=O)CCCC4)c1
  A = -3.7% | B = -0.4% | C = 7.0% | D = -2.1% | E = 0.2% | F = 1.1% | G = -4.8%
15. CCn1c(SCc2ccccc2F)nc(=O)c2c(C(=O)OC)cc(C3CC3)nc21
  A = -15.6% | B = -6.4% | C = -25.1% | D = -7.1% | E = -0.3% | F = 41.2%[activator] | G = 40.5%[activator]
16. COc1ccc(-n2ncc(C(=O)NCc3ccc4c(c3)OCO4)c2C2CCN(C(=O)OC(C)(C)C)CC2)cc1
  A = 17.4% | B = -1.5% | C = -15.7% | D = 1.0% | E = 0.6% | F = 56.2%[activator] | G = 15.3%
17. O=C(CN1C(=O)COc2ccc(S(=O)(=O)N3CCOCC3)cc21)N1CCN(c2ccccc2F)CC1
  A = 5.7% | B = -5.5% | C = 5.4% | D = -2.4% | E = 0.7% | F = -4.2% | G = -1.7%
18. O=C(NCCN1CCCCC1)c1ccc(Cn2c(SCc3ccccc3)nc3cccnc32)cc1
  A = 39.8µM* | B = 0.2% | C = -11.8% | D = 6.1% | E = 0.2% | F = 12.6µM* | G = 15.8µM*
19. Cc1ccc(C)c(NC(=O)Cn2c(=O)oc3cc(S(=O)(=O)NCc4ccccc4)ccc32)c1
  A = 10.5% | B = -1.3% | C = -2.2% | D = -12.7% | E = 0.0% | F = -21.9% | G = 2.9%
20. CCN(CC)CCn1c(-c2ccccc2)csc1=Nc1ccccc1
  A = -1.5% | B = 0.2% | C = -10.5% | D = 1.9% | E = -2.0% | F = -7.9% | G = -4.9%

# (next part)
# Key to letters – A = NTMT1 inhibitor; B = PTAP-TSG101 blk; C = FH mod; D = GALK inh; E = B2AR arrestin ag; F = p53null 39C tox; G = p53null 32C kill
21. COCCNC(=O)CCn1nc(-c2ccc(Cl)cc2)c2ccccc2c1=O
  A = ? | B = 4.0% | C = -3.4% | D = 3.6% | E = 0.0% | F = -8.3% | G = 0.0%
22. COC(=O)c1cc2c(cc1NC(=O)c1c(C)nn(-c3ccc(C)cc3)c1-n1cccc1)OCO2
  A = . | B = -4.2% | C = . | D = -1.2% | E = -0.4% | F = 8.0% | G = 15.8%
23. CCN1C(=O)c2ccccc2Sc2ccc(NC(=O)COc3ccc(Cl)cc3)cc21
  A = -3.7% | B = 2.8% | C = -3.9% | D = -7.0% | E = -0.5% | F = 1.1% | G = 25.5%
24. CCCC(=O)Oc1c(Sc2ccc(C)cc2)c(C)nn1-c1ccccc1
  A = -4.2% | B = -1.0% | C = -8.6% | D = 4.3% | E = -1.6% | F = -1.7% | G = -11.4%
25. CC1=C(C(=O)Nc2ccc(C)cc2C)C(c2ccc(Cl)cc2)n2nc(C(=O)OC(C)C)nc2N1 (centres undefined)
  A = 7.0% | B = 0.4% | C = -1.8% | D = -0.2% | E = 0.7% | F = -20.0% | G = 6.9%
26. CCOC(=O)CNC(=O)Nc1cc(C(=O)NCc2ccccc2OC)ccc1N1CCCC1
  A = 12.0% | B = -0.9% | C = -5.6% | D = -4.3% | E = 0.6% | F = -15.2% | G = 6.8%
27. COc1ccc(NC(=O)Nc2cc(-c3cn4cccnc4n3)ccc2C)cc1
  A = 12.1% | B = -3.3% | C = -2.9% | D = -3.0% | E = -1.3% | F = -11.9% | G = 8.1%
28. Cc1c(NS(=O)(=O)c2ccccc2)cc(C(C)C)c(O)c1S(=O)(=O)c1ccc(Cl)cc1
  A = 5.3% | B = 2.2% | C = -38.8% | D = 7.0% | E = -0.1% | F = -20.2% | G = 3.5%[9.22 µM]

# As a working copy, some entries already given.
# Key to letters – A = NTMT1 inhibitor; B = PTAP-TSG101 blk; C = FH mod; D = GALK inh; E = B2AR arrestin ag; F = p53null 39C tox; G = p53null 32C kill
8. COc1ccc(-c2nn(CC(=O)NCc3ccccc3)c3c2cnc2ccc(F)cc23)cc1
  A = -5.5% | B = -7.2% | C = -5.6% | D = 7.0% | E = -0.3% | F = -16.6% | G = -3.5%
9. O=C(NCC(c1cccnc1)N1CCN(Cc2ccccc2)CC1)C(=O)Nc1cccc(F)c1 (centres undefined)
  A = -3.3% | B = 7.3% | C = 0.5% | D = 2.1% | E = 0.3% | F = 15.7% | G = 5.0%
10. COc1ccc(OC)c(NC(=O)c2cc3c(=O)n4cccc(C)c4nc3n2C)c1
  A = -2.4% | B = -1.4% | C = -0.9% | D = -0.7% | E = 0.1% | F = -22.9% | G = -9.5%
11. Cc1cc(C)cc(NC(=O)Nc2nnc(N(C)C3CCCCC3)s2)c1
  A = 18.4% | B = -5.8% | C = -14.1% | D = -1.7% | E = 0.7% | F = -13.7% | G = -0.5%
12. Cc1cc(C)cc(NC(=O)N2CCN(C)c3ncccc32)c1
  A = 11.1% | B = -12.1% | C = 4.8% | D = -10.2% | E = -2.1% | F = -9.0% | G = 0.1%
